Screening results (PubChem)
FXIa inh: factor XIa (human) inhibition | P03951 | purified FXIa, Boc-Glu-Ala-Arg-AMC fluorogenic substrate | inhibition, % at 5 µM | hit rate 0.14% among 220,000 | AID 798;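 active = inhibition of at least 40%; inactive = inhibition below 40%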;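 also: fluorescence of freed AMC excited at 355 nm; 0% = enzyme without compound and 100% = no enzyme blank; many of its hits are not listed in these tables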
FXIIa inh: inhibitors of human coagulation factor XIIa; P00748; purified FXIIa, Boc-QGR-AMC fluorogenic substrate, 2 h; inhibition, % at 5 µM; hit rate 0.3% among 220,000; AID 800; in the data active = inhibition above about 40%;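 also: 0% = enzyme with no compound and 100% = blank without enzyme; many of its hits are not listed in these tables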
Target sequence (P00748 20-372 limits assumed): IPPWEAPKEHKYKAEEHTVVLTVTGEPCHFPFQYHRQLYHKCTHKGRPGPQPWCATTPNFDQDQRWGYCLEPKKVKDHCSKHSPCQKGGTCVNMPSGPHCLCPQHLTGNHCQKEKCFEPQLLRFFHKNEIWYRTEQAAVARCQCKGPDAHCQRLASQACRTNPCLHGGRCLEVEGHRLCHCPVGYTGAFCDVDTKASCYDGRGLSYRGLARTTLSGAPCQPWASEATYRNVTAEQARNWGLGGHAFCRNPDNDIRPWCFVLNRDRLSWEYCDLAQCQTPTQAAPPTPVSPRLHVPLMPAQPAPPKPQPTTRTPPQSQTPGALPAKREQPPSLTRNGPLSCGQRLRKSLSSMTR
Target sequence (P00748 373-615 limits assumed): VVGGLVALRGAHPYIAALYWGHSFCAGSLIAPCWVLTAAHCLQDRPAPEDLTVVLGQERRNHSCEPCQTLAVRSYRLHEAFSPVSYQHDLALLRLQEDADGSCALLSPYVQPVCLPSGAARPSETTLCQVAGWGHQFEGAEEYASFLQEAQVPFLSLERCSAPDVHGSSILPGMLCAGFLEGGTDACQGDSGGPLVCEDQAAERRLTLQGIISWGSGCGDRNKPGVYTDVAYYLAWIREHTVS
p97 ATPase inh: human p97 ATPase inhibition | P55072 | recombinant p97 ATPase, Kinase-Glo ATP luminescence, 3 h | inhibition, % at 8 µM | hit rate 0.42% among 220,000 | AID 1481; in the data active = inhibition above about 15%;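 also: 0% = DMSO vehicle and 100% = wells lacking enzyme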
hK5 inh: inhibitors of human kallikrein 5 | recombinant hK5, fluorogenic AMC substrate cleavage | Q9Y337 | inhibition, % at 5 µM | hit rate 0.59% among 210,000;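 active = inhibition of 40% or more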;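 also: 0% = enzyme controls without compound and 100% = no-enzyme blanks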
Target sequence (Q9Y337 67-293 limits assumed): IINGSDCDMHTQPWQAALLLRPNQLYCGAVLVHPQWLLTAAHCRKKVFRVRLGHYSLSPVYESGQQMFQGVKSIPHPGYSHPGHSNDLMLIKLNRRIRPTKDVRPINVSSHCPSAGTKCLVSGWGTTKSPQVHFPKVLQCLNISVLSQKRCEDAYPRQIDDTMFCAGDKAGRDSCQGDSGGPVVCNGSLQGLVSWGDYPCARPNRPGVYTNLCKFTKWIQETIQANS
Wee1 stabilizer: blocks degradation of human Wee1 kinase | P30291 | HeLa Luc-Wee1K328M stability, luciferase luminescence; 100% = proteasome inhibitor MG132 effect | reporter increase, % at 5 µM | hit rate 1.2% among 220,000;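 active = activation above the mean of all tested compounds plus 3 SD, set per screening run, cut at about 8.8% in these data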;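 also: cells exposed to compound for 20 h before luminescence read; 0% = DMSO alone and 100% = MG132 at 30 µM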
MDM2 E3 inh: Mdm2 E3 ligase (human) inhibition. Q00987. cell-based MDM2 ubiquitination luciferase reporter, 2 h; 0 = plate control, 100 = twice control, blank-subtracted. signal enhancement, % at 5 µM. hit rate 0.11% among 210,000. AID 1230;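 active = signal enhancement of 30% or more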;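 also: luminescence tracks abundance of the self-degrading MDM2-luciferase fusion protein; higher signal means inhibition of MDM2 E3 ligase activity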
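Timing – 2 h compound exposure at 37 °C · Assay system – mammalian cells stably expressing self-ubiquitinating, self-degrading MDM2 E3–luciferase fusion · Amount – 2000 cells seeded into each well · Measure – % luminescence enhancement versus blank-corrected plate control mean · Measured by – SteadyLite luminescence, 15 min reagent step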
14-3-3 Bad PPI: disrupts binding of bovine 14-3-3 zeta to phospho-Bad peptide; TR-FRET 14-3-3zeta/Dy647-pBad peptide displacement, 1 h; AID 781; hit rate 0.71% among 220,000; inhibition, % at 21.7 µM;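 active = inhibition above about 70%, limit read from the data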;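 also: 0% = full 14-3-3 plus peptide FRET controls and 100% = background without 14-3-3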
Rad51 HR inh: blocks human Rad51 in homologous recombination | hRad51 DNA strand exchange, fluorescence dequenching | hit rate 0.085% among 200,000 | inhibition, % at 10 µM;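 active = inhibition above 40% at the single screening dose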;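 also: 0% = DMSO control wells and 100% = blanks with heterologous ssDNA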
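Test system: preformed human Rad51 ssDNA filaments. Compound dosing: single dose, 10 µM final compound. Incubation: filaments 15 min 37 °C, then compound 30 min. Technique: FRET fluorescence dequenching, excitation 485 nm, emission 520 nm. Read-out basis: percent inhibition from fluorescence, normalised to plate control and blank means. Benchmarks: plate controls and plate blanks.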
eIF4E-4G inh: inhibitors of eIF4E and eIF4G interaction in translation initiation; hit rate 0.37% among 220,000; TR-FRET eIF4E-eIF4GI(517-606) binding, 2 h; inhibition, % at 21.7 µM; AID 782;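 active = inhibition above about 30%, limit read from the data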;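 also: 0% = full FRET control wells and 100% = background wells lacking eIF4GI fragment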
Active calls of the source: *; . = not tested or not shown; & = joins results of further samples; ! = not confirmed by another sample; [ ] = another dose, or the depositor's remark.

Below each compound – FXIa inh, FXIIa inh, p97 ATPase inh, hK5 inh, Wee1 stabilizer, MDM2 E3 inh, 14-3-3 Bad PPI, Rad51 HR inh, eIF4E-4G inh
[1] COc1cc(/C=N/NC(=O)c2cccc([N+](=O)[O-])c2)ccc1OCc1ccc(C)cc1
→ -6, 4, -3, -18, 7, -21, 7, 0, -19
[2] COC(=O)c1cc(S(=O)(=O)NCc2ccc(S(N)(=O)=O)cc2)oc1C
→ -1, 4, 0, -2, 4, 5, -1, 1, -6
[3] CCOC(=O)CCC(=O)N(CCN(C(=O)CCC(=O)OCC)c1ccccc1)c1ccccc1
→ 1, 7, -8, -5, -2, 0, -7, ., 1
[4] CC1CCN(S(=O)(=O)c2cn(CC(=O)N3CC(C)CC(C)C3)c(=O)c3ccccc23)CC1 (stereo not drawn)
→ 10, 0, -1, -2, 0, -10, 5, ., 0
[5] CN1c2ccccc2C(C)(C)C12CC(c1ccc(Cl)c(S(=O)(=O)N3CCCC3)c1)=NO2 (stereo not drawn)
→ 3, 0, 6, -16, 0, -1, -19, 1, 1
[6] COc1ccc(S(=O)(=O)Nc2cc(C(=O)NCCC(C)C)ccc2N2CCOCC2)cc1
→ 2, -2, 0, -9, 0, 3, 28, -7, 8
[7] NS(=O)(=O)c1ccc(NC(=O)/C=C/c2ccccc2Cl)cc1
→ 2, 6, 1, 4, 0, -12, -2, ., -1
[8] CN1CCC(=NNC(=O)C(=O)Nc2ccccc2)CC1
→ -4, 8, -2, -12, 2, -33, -2, 1, 0
[9] CC(C)Nc1ncnc2ccc(Br)cc12
→ 6, 7, -1, -3, -3, -14, 11, ., 3[fluorescence artefact?]
[10] O=C(O)c1cccc(NS(=O)(=O)c2ccc(Cl)c(C(=O)O)c2)c1
→ -1, 9, 7, 5, 1, -4, -5, -10, 6
[11] CNC(=O)c1ccsc1NC(=O)c1ccc(S(=O)(=O)N2CCOCC2)cc1
→ -3, -2, -3, -13, 1, -6, -6, 18, -13
[12] CCc1nnc(NC(=O)CSc2nnc3ncccn23)s1
→ -9, -13, 7, -26, 1, -10, -9[fluorescence artefact?], 4, -4[fluorescence artefact?]
[13] COc1ccccc1OCCNC(=O)C1CCCCC1
→ -3, -1, -3, -16, -2, -23, -3, 4, -6
[14] CC1CC(C)CN(C(=O)C2CCCN(S(=O)(=O)c3cnc[nH]3)C2)C1 (stereo not drawn)
→ 1, 11, 0, 1, -3, -5, 7, 15, -1
[15] Cc1cc[n+](CC(=O)c2ccc3c(c2)OCCO3)cc1
→ 4, 10, -2, -9, 1, -12, -1[fluorescence artefact?], 2, 1
[16] O=C(O)c1cccc(CSc2ncccn2)c1
→ -9, 3, 5, -17, -1, -27, -3, 5, 2
[17] Cc1cc(C)cc(NC(=O)N2CCCC2C(=O)Nc2ccc(-n3cnnn3)c(C)c2)c1 (stereo not drawn)
→ -7, -8, 0, -3, 1, -19, -13, 5, 6
[18] CC(=O)c1c(OC(=O)c2ccccc2)c2ccccc2n1C
→ -4, 4, 1, -12, -1, -11, 2, 4, 1
[19] O=c1[nH]c2ccccc2nc1C(Nc1ccccc1)c1ccccc1 (stereo not drawn)
→ -11, -4, -1, 14, 3, -8, -7, 15, -2
[20] CCCc1ccc(OCCNC(=O)CC)cc1
→ -1, 15, -1, 1, -2, -12, -7, -9, 0
[21] CCCCC(=O)OCc1cn(-c2ccc(Cl)cc2)nn1
→ 5, 18, -5, -13, 0, -6, 4, -2, 5
[22] Cc1ccc(CNC(=O)C(=O)NCC2OCCN2S(=O)(=O)c2ccc3c(c2)OCCO3)cc1 (stereo not drawn)
→ -2, 2, 4, -12, 1, ., 0[fluorescence artefact?], -5, 2[fluorescence artefact?]
[23] COc1ccc(N2CCN(CC(=O)Nc3c(C)cc(C)cc3C)CC2)cc1
→ 0, 8, 2, -14, -3, -13, -13[fluorescence artefact?], 1, -8
[24] O=C(/C=C/c1ncc(C(F)(F)F)cc1Cl)OCc1ccccc1
→ -5, 7, -4, -8, -1, -20, 1, -2, -6
[25] O=C1COc2cccnc2N1
→ -4&-2, 4&10, 2&3, -6&2, 9.4*!, -20&-21, -1&2, 1&4, 7&2
[26] CCOC(=O)N1CCN(C(=O)C2CCN(Cc3cccc(OCc4ccccc4)c3)CC2)CC1
→ 4, 2, 1, -5, 1, -5, 19[fluorescence artefact?], 6, 4[fluorescence artefact?]
[27] CC(=O)NCCC(=O)Nc1ccc(C)c(F)c1
→ 5, 8, 5, 8, 1, -21, -2, 3, -6
[28] COc1ccc(C2(CNC(=O)c3ccccc3)CCOCC2)cc1
→ -10, -1, -8, 1, 2, 13, 4, 3, 4
[29] Cc1nnc(SCc2cnc(-c3ccc(C(C)C)cc3)s2)n1C
→ -10, 7, -3, -10, -2, -57, -5, -2, -2
[30] CCC(C)(C)C1CCc2[nH]nc(C(=O)N/N=C(\C)c3ccco3)c2C1 (stereo not drawn)
→ -6, 11, -4, -4, -1, -28, 0, 1, -3
[31] O=C(CN(CC1CCCO1)C(=O)CNS(=O)(=O)c1ccccc1)NCc1ccco1 (stereo not drawn)
→ -5, 2, 3, 2, -3, -11, -16, 19, 4
[32] c1ccc(CSc2ccc3nnc(-c4ccccn4)n3n2)cc1
→ -3, 2, 1, -10, -2, -7, 1, 18, 0
[33] CNC(=S)N(CCc1c(C)[nH]c2ccccc12)Cc1cc(OC)c(OC)c(OC)c1
→ -1, 7, 2, -11, 1, ., 0, ., 4[fluorescence artefact?]
[34] CC(C)c1ccc(N2CCN(C(=O)c3ccccc3NC(=O)/C=C\C(=O)O)CC2)cc1
→ 3, 16, 2, -8, 1, -15, -8, 8, -6
[35] COc1ccc2cc(C(=O)C3CCCN(C(=O)c4csnn4)C3)ccc2c1 (stereo not drawn)
→ 0, 9, -1, ., 0, -28, 2, ., 4
[36] CN1C(=O)N(c2cccc3ccccc23)C(n2cncn2)C1(C)C (stereo not drawn)
→ 1, 10, 1, 7, -1, -21, -10, -1, -8[fluorescence artefact?]
[37] O=C(C1CCN(Cc2ccc(F)cc2)CC1)N1CCN(C/C=C/c2ccccc2)CC1
→ 2, 9, -2, ., 1, -11, 46, ., 4
[38] Cc1ccc2c(c1)nnn2C1CCN(CC(=O)N2CCN(c3ccc(F)cc3)CC2)CC1
→ -8, 29, -6, 10, 0, -9, -1, -6, 3[fluorescence artefact?]
[39] N#C/C(C(=O)NCc1ccco1)=C1/SC(Cc2ccc(F)cc2)C(=O)N1c1ccccc1 (stereo not drawn)
→ 5, 19, -2, -2, -1, -18, 4, -11, 6
[40] Cc1nc(N)c(C#N)c(-c2ccccc2Cl)c1C
→ -5, -5, 0, 1, 3, -11, -4, -7, 10
[41] Cc1cc(C)c2cc(C#N)c(SCC(=O)NCc3ccco3)nc2c1
→ 7, -1, 0, 2, -3, -13, -5, ., 2
[42] CC12CCC(C(=O)NCc3ccc4c(c3)OCO4)(OC1=O)C2(C)C (stereo not drawn)
→ 2, 23, 6, 1, 2, 7, -3[fluorescence artefact?], 18, 1
[43] COc1cccc(NC(=O)c2ccc(NCCCN3CC(C)CC(C)C3)c([N+](=O)[O-])c2)c1 (stereo not drawn)
→ 6, 18, 1, 7, -1, -10, 6, -2, 1
[44] C=C(C)CC(Nc1ccc(OC)cc1)c1ccco1 (stereo not drawn)
→ -1, 7, -1, 0, 5, -6, -10, -392, 5
[45] Cc1cc(C(=O)NCC(C)C)c2ccccc2n1
→ -2, 10, 3, -9, -1, -9, -2, 3, -1
[46] CCOC(=O)N1CCN(S(=O)(=O)c2ccc(C(=O)NNc3nc4cc(C)cc(C)c4s3)cc2)CC1
→ -6, 0, -5, -75, -1, ., -8[fluorescence artefact?], 6, 1[fluorescence artefact?]
[47] COc1ccc2cc(CN(CC3CCCO3)C(=S)Nc3ccccc3)c(=O)[nH]c2c1 (stereo not drawn)
→ 0, 13, 0, 4, -3, -4, -6, -4, 2
[48] Cc1ccc(C)c(N(C)C(=O)c2cc3c(=O)[nH]c4ccc(C)cc4c3s2)c1
→ 6, 13, -8, 9, -1, -10, 1, 3, -14
[49] Cc1cc(NC(=O)c2noc3c2CCc2ccccc2-3)no1
→ 6, 16, ., -6, ., -25, -5, ., -2[fluorescence artefact?]
[50] CC(=O)Nc1cccc(OCC(=O)Nc2sccc2C(N)=O)c1
→ -3, 4, -9, -2, 8, -11, 1, 2, 3
[51] CCCCn1c(SCC(=O)c2ccc(O)c(O)c2)nc2ccsc2c1=O
→ 6, 16, 9, 11, -1, -13, -15, -5, 6
[52] O=C(NNC(=O)c1ccc(Oc2ccc(C3SCCS3)cc2)o1)c1ccc(Cl)cc1
→ 1, 7, 13, 0, -1, 4, 2, ., -4
[53] CCCC(C)c1nnc(NC(=O)CS(=O)(=O)Cc2ccccc2)s1 (stereo not drawn)
→ 5, 12, -5, 3, 6, ., 5[fluorescence artefact?], 0, 17
[54] Cc1cccc(C(=O)N2CCC(=O)N(C(COCc3cccc(C(F)(F)F)c3)Cc3ccccc3)CC2)c1 (stereo not drawn)
→ 2, 12, -1, -6, -1, ., 3[fluorescence artefact?], 4, -1
[55] CN(CCc1ccccn1)S(=O)(=O)c1ccc2c3c(cccc13)C(=O)N2
→ -12, -3, 6, -35, -1, -2, -7, 1, 6
[56] COC(=O)Nc1ccc(S(=O)(=O)N2CCC(C)CC2)cc1
→ 7, 28, -3, -17, -1, -7, -1[fluorescence artefact?], 0, -8
[57] CCn1c(/N=C/c2c[nH]c3ccccc23)nc2ccccc21
→ 5, 21, -4, 7, -2, 5, -6[fluorescence artefact?], -7, -5
[58] CC(=O)c1sc(=S)n(-c2ccc(Cl)cc2)c1C
→ 3, 7, 2, -1, -1, 2, 21, 2, 1
[59] O=C(O)Cc1ccc(NC(=S)NCc2ccco2)cc1
→ -2, 10, 0, -15, 5, 3, -8, -10, 1
[60] CC(C)CCC(O)(CCC(C)C)C(=O)NN1CCCCC1
→ 5, 10, 3, -10, -1, 5, 2[fluorescence artefact?], 12, 25[fluorescence artefact?]
[61] Cc1ccc(-c2nnc(SCC(=O)N3CCOCC3)nc2-c2ccc(C)cc2)cc1
→ 6, 11, -2, 1, -2, 1, 51[fluorescence artefact?], 0, 3[fluorescence artefact?]
[62] Cc1cc([N+](=O)[O-])nn1CC(=O)N/N=C/c1ccccc1Br
→ -5, -2, -1, -5, 8, 0, -9, 10, 2
